# Screens deposited in PubChem by several laboratories.
# Yfh1-depleted yeast: enhancers of respiration in Yfh1-depleted yeast, dose response, Friedreich's ataxia, plus single-dose screen (AID 1465) | S. cerevisiae Yfh1-off respiration, WST-1 reduction, 72 h; higher fold induction means a stronger effect | fold induction at 50 µM, or EC50 in µM where a hit was titrated | 220,000 compounds, 0.074% hits;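 active = fold induction of absorbance versus untreated yeast above a set limit, then at least 30% activation at any dose in follow-up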;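 also: activators that raise dye reduction in frataxin-depleted yeast; strong numbers were not always called active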
# bCat nuc transl: beta-catenin nuclear translocation modulation; AID 1665; HeLa beta-catenin nuclear translocation, immunofluorescence imaging; nuclear translocation activity, % at 5 µM; 190,000 compounds, 0.3% hits;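 active = nuclear translocation activity above 50% at 5 µM, with a well cell count of 50 or more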;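 also: per-cell ratio of nuclear to cytoplasmic median beta-catenin stain intensity; plate controls were DMSO negative control for no effect and GSK-3 inhibitor IX positive control for full effect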
#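 Technique: fluorescence imaging of beta-catenin antibody stain plus DAPI / Material: human HeLa cell line / Incubation: compound treatment 24 h, 37°C, 5% CO2 / Read-out basis: % activation of per-cell nuclear versus cytoplasmic median beta-catenin signal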
# P. falciparum M17LAP: P. falciparum M17LAP inhibitors, primary screen, biochemical, fluorogenic H-Leu-NHMec substrate, 1536-well (AID 1619); inhibition, % at 30 µM; hits with a dose series show IC50 in µM; 220,000 compounds, 0.38% hits; recombinant M17LAP, H-Leu-NHMec fluorogenic kinetic assay; higher % means a stronger effect;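 active = compound inhibiting the enzyme by more than half at any dose during confirmatory dose-response retesting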;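 also: plate controls were full reaction with DMSO carrier for no effect and no enzyme background for full effect; strong numbers were not always called active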
# MT stabilize HCS: stabilizes microtubules in HeLa cells | HeLa tubulin immunostaining HCS, 24 h; share of cells brighter than vehicle mean+2SD | % tubulin-high responders, % at 10 µM | 200,000 compounds, 0.83% hits | AID 2205;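 active = plate Z-score above 3 for both tubulin-high and condensed-nucleus cell shares, with cell loss under 80%, at 10 µM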;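 also: anti alpha tubulin signal scored within the nucleus-defined area of each cell; some results filed as inactive read as strong as hits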
# Autophagy HCS: autophagy modulation, high-content screen; MEF GFP-LC3 puncta imaging; test concentration mostly 10 µM; calls only at 10 µM (by protocol); 190,000 compounds, 0.98% hits;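 active = percentage of spot-positive cells more than 3 SD above its plate mean, without a fluorescence outlier flag or 80% toxicity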;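 also: spot-positive cell cutoff set from DMSO-treated cells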
# WT yeast gro inh: growth inhibition of WT yeast, mitochondrial fusion screen; mitochondrial fusion phenotypic screen, WT strain; inhibition, % at 10 µM; 190,000 compounds, 2.1% hits; in the data active = inhibition above about 58%; tested in S. cerevisiae
# P. falciparum M1AAP: malaria alanyl aminopeptidase activity blockers – biochemical, fluorogenic H-Leu-NHMec substrate, 1536-well (AID 1445); recombinant M1AAP, H-Leu-NHMec fluorogenic kinetic assay; higher % means a stronger effect; inhibition, % at 30 µM; hits with a dose series show IC50 in µM; 220,000 compounds, 0.42% hits;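 active = primary inhibition above the hit cutoff, then over 50% inhibition at one or more dose response concentrations, cut at about 23% in these data, passing the limit was not always enough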;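 also: plate controls were DMSO full reaction for no effect and no enzyme background for full effect; strong numbers were not always called active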
# T cell HTS: modulates CD8 T cell binding to vesicles | 2C CD8+ T cell-vesicle binding, flow cytometry; active compounds read low | calls only at 7 µM | 330,000 compounds, 0.068% hits;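 active = response, share of CD8 T cells binding vesicles, and their 90th percentile fluorescence all below set limits, cut at about 80% in these data, passing the limit was not always enough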
#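 Read-out – percent CD8+ FL2 mean versus row control · System – murine 2C transgenic CD8+ T lymphocytes · Times – 1.5 h cell–vesicle binding at 37 °C, then 20 min icy labelling · Control set – naked vesicles low, QL9 vesicles with vehicle high · Detection – cytometric PE anti-B7-1 and Alexa647 anti-CD8 signals after 1% paraformaldehyde fixation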
# Dynein transport: blocks dynein driven cargo transport along microtubules | 220,000 compounds, 0.47% hits | z-score, hits read low | 3617.4 mouse cells, GR-EGFP nuclear translocation imaging; test concentration mostly 20 µM; stimulated with dexamethasone, 1 µM; active compounds read low;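 active = plate z-score of nuclear minus cytoplasmic receptor signal below a set negative limit, without overly bright fluorescence or cell loss, cut at about -3.5 in these data, passing the limit was not always enough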;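 also: z-score of nuclear minus cytoplasmic ring GR-EGFP intensity difference per well; some compounds called inactive have numbers as strong as hits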
#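 Buffer or medium: tet-free medium with charcoal-stripped serum / Also added: dexamethasone agonist, 1.0 µM final, for 30 min / Timing: induction 48 h, compound 1 h, agonist 30 min / Measured by: high-content fluorescence imaging after fixation / Read-out: nuclear-to-cytoplasmic GR-EGFP distribution per well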
# WT yeast gro inh mutant strain: also measured in WT yeast gro inh; calls as there; inhibition, %; mitochondrial fusion phenotypic screen, mutant strain inhibition
# Dynein transport cytoplasmic EGFP: also measured in Dynein transport; calls as there; z-score; measured here: cytoplasmic GR-EGFP intensity; active compounds read high
# Dynein transport nuclear GR-EGFP: second read-out of Dynein transport, no call of its own (marks repeat the call); z-score; measured here: nuclear GR-EGFP intensity;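 lower value marks the stronger effect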
# Dynein transport cell count: also measured in Dynein transport; calls as there; z-score; measured here: cell count per field
# bCat nuc transl cell count 5 µM: second read-out of bCat nuc transl, no call of its own (marks repeat the call); cell count; measured here: cell count, cytotoxicity flag
# T cell HTS vesicle-bound %: second read-out of T cell HTS, no call of its own (marks repeat the call); double positive events, %; measured here: CD8+ vesicle-bound cell fraction;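 binding gate set so that unloaded-vesicle control wells show 10% double positive cells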
# MT stabilize HCS Hoechst-high %: further read-out of MT stabilize HCS, marked with its call; % Hoechst-high responders; measured here: nuclear condensation Hoechst responders;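 share of cells brighter than vehicle mean plus two SD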
# MT stabilize HCS cytotoxicity %: further read-out of MT stabilize HCS, marked with its call; toxicity, %; measured here: cytotoxicity by cell density;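 0% = mean cell density of plate MIN control wells and 100% = no cells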
# Autophagy HCS cell loss 18 h: also measured in Autophagy HCS; calls as there; toxicity, %; measured here: cell loss, nuclei count;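 cell loss after 18 h compound exposure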
# An asterisk follows results filed as active; i = inactive; · = not tested or not shown; + = active, no number. Compounds were not picked by outcome; 4.4% or so of the library scored in one or more.
SMILES,Yfh1-depleted yeast,bCat nuc transl,bCat nuc transl cell count 5 µM,P. falciparum M17LAP,MT stabilize HCS,MT stabilize HCS Hoechst-high %,MT stabilize HCS cytotoxicity %,Autophagy HCS,Autophagy HCS cell loss 18 h,WT yeast gro inh,WT yeast gro inh mutant strain,P. falciparum M1AAP,T cell HTS,T cell HTS vesicle-bound %,Dynein transport,Dynein transport cytoplasmic EGFP,Dynein transport nuclear GR-EGFP,Dynein transport cell count
COc1ccccc1NC(=O)C1=C(C)Nc2nc3ccccc3n2C1c1cccs1 (stereo unspecified),i,6.1,538,4%,14*,38*,55*,i,15,15,8,-1%,i,22,-0.56,-0.32,-0.6,0.52
Cc1cccc(N(CC(=O)N2CCOCC2)S(C)(=O)=O)c1,i,·,·,-10%,2.5,1.6,8.8,i,1,-7,-3,1%,i,21,0.041,-0.26,-0.85,0.55
CCCCC(=O)Nc1ccc(C(=O)N2CCN(C)CC2)cc1,i,-0.6,1010,4%,2.7,0.6,12,i,-5,2,6,10%,i,8,-0.67,-0.21,-0.073,0.96
CCOc1c(Nc2cccc(Cl)c2)c(=O)c1=O,i,0.5,1184,8%,·,·,·,·,·,·,·,10%,i,42,0.87,-0.23,1.2,-0.75
COC(=O)[C@@H](NC(=O)CCc1nnc(-c2ccsc2)o1)C(C)C,i,0.0,1013,-11%,2.9,2.1,7.2,i,6,-13,-7,1%,i,54,-1.1,-0.24,-0.61,0.58
Cc1[nH]c2ccccc2c1/C=N/Nc1ccccn1,i,-1.1,1086,11%,3.0,3.2,1.0,i,4,16,-9,9%,·,·,-1.6,-0.35,-1,0.7
Cc1ccc(Oc2ncccc2NC(=O)CC(CC(=O)O)c2ccccc2)c2c1CCC2 (stereo unspecified),i,2.1,1248,4%,·,·,·,·,·,·,·,3%,i,53,-0.22,-0.0041,0.29,0.43
O=Nc1ccc(O)c2ncccc12,i,-1.1,913,11%,·,·,·,·,·,·,·,3%,i,39,-2.5,0.22,-1.2,-0.49
Nc1ccc(C(=O)OCc2nc3cc4ccccc4cc3[nH]2)cc1,i,4.6,874,-5%,6.4,0.9,4.1,i,-3,12,-2,0%,i,67,-0.4,-0.35,-0.2,0.69
O=C(OCc1ccccc1)/C(=C/c1cccc2ccccc12)NC(=O)c1ccccc1,i,-3.5,1131,-6%,4.9,1.8,3.6,i,22,19,0,0%,i,20,0.77,-0.25,1,-0.67
COc1ccc(CCNc2nc(-c3cccc(NC(C)=O)c3)cs2)cc1OC,i,-0.4,1508,-7%,1.4,0.6,1.9,i,-16,14,7,0%,i,13,0.15,-0.17,0.4,-0.82
COCC(=O)NCCNc1nc2ccc(C)cc2cc1C,i,-1.8,905,-5%,3.7,3.1,16,i,25,-10,-7,7%,i,34,1.9,-0.29,1.2,-1.3
CN(C)S(=O)(=O)N1CCN(S(=O)(=O)c2ccc(F)cc2)CC1,i,0.8,893,-3%,4.1,1.7,5.3,i,2,4,-6,-3%,i,36,0.19,-0.28,0.074,0.2
Fc1ccccc1CSCc1nc2ccccc2[nH]1,i,-1.0,1575,-2%,2.7,2.0,3.7,+,1.2*,16,22,3%,i,56,-1.4,-0.33,-0.74,0.71
CCOC(=O)c1ccc2c(c1)n(CC)c(/C=C/Nc1ccccc1)[n+]2CC,i,-1.6,1357,25%,1.8,1.0,2.8,i,11,14,-1,9%,i,19,3.3,0.036,1.9,-2.3
CC1(C)Cc2cccc(OCC(N)=O)c2O1,i,-0.6,1398,-4%,2.2,1.4,3.9,i,-6,2,13,-2%,i,58,0.11,-0.4,0.18,0.24
COc1ccc(C(=O)c2ccc([N+](=O)[O-])cc2Cl)cc1,i,-1.4,973,-4%,2.4,2.0,9.9,i,1,2,6,-11%,i,35,1.8,-0.017,2.1,-1.9
O=S(=O)(/N=C(/Nc1ccccc1)c1ccccc1O)c1ccccc1,i,-3.8,1148,8%,8.3,2.2,8.9,i,11,-3,13,0%,i,10,-1.1,-0.32,-0.28,1.9
CC1CCc2c(sc3nc(CN4CCOCC4)nc(NS(=O)(=O)c4cccc([N+](=O)[O-])c4)c23)C1 (stereo unspecified),·,·,·,11%,2.2,1.2,4.2,i,-11,-7,-2,18%,i,48,1.2,-0.082,1.3,0.073
CCCCOC1(c2ccccc2)OC(=O)c2ccccc21 (stereo unspecified),i,2.0,1318,-10%,3.1,2.1,6.3,i,15,4,-11,0%,·,·,-0.12,0.086,0.29,0.34
C=C(C)COc1ccc(-c2[nH]ncc2-c2ccc(Br)cc2)c(O)c1,i,39,85,-4%,19*,8.0*,60*,i,24,95*,91*,-1%,i,18,-0.58,-0.19,0.29,0.77
CCCCCCc1nc2ccccc2c(=O)n1N,i,-6.0,974,1%,4.4,4.1,9.0,i,4,-1,4,-2%,i,33,0.68,-0.12,0.74,-0.22
N#CC1=C(S)N(c2ccccc2)C2(CCCCC2)NC1=O,i,0.3,948,-1%,3.1,3.8,10.0,i,-9,-8,-24,7%,i,22,1.7,-0.25,0.52,-1.3
O=C1C(=O)N(CCc2c[nH]c3ccccc23)C(c2cccnc2)/C1=C(/O)c1ccccc1 (stereo unspecified),i,3.4,1040,19%,1.8,2.1,3.8,i,1,-9,-10,13%,i,34,0.75,-0.21,0.39,-1.3
N#Cc1cnn(-c2ccccc2)c1NC(=O)CN1CCOCC1,i,0.5,1309,-11%,·,·,·,·,·,·,·,-2%,i,5,0.59,-0.22,0.28,0.46
COc1ccc(NC(=S)N(CCC(C)C)C(C)c2ccncc2)cc1 (stereo unspecified),i,-0.3,1343,-11%,·,·,·,·,·,·,·,-4%,i,1,2.9,0.36,3.1,-3.5
C=CCc1ccc(OCCOCCN(C)C)c(OC)c1,i,·,·,10%,0.9,1.0,9.2,i,-11,6,15,3%,i,5,-0.7,0.042,-0.034,0.14
CC(Sc1ccc2nnc(-c3ccc(F)cc3)n2n1)C(=O)O (stereo unspecified),·,-3.0,1149,6%,5.1,1.4,10,i,16,15,6,-1%,i,44,-0.33,-0.27,0.12,0.3
CC(C)c1nnc(NC(=O)CCC(=O)NCC2CCCO2)s1 (stereo unspecified),i,-4.8,950,6%,5.2,4.4,9.2,i,9,-15,-22,2%,i,50,-0.74,-0.21,-0.017,0.22
O=c1c(-c2ccc(Cl)cc2)cnc2n1CCS2,i,0.6,1563,6%,2.4,1.2,4.1,i,-16,6,3,6%,i,64,0.91,-0.27,0.67,-0.45
CC(C)c1ccc(/C=C/C2=NNC(=O)CC2)cc1,i,6.2,802,14%,6.1,3.2,20,i,32,13,-5,-1%,i,67,1.4,-0.23,0.57,-0.071

# Four of the compounds above, tab-delimited.
SMILES	Yfh1-depleted yeast	bCat nuc transl	bCat nuc transl cell count 5 µM	P. falciparum M17LAP	MT stabilize HCS	MT stabilize HCS Hoechst-high %	MT stabilize HCS cytotoxicity %	Autophagy HCS	Autophagy HCS cell loss 18 h	WT yeast gro inh	WT yeast gro inh mutant strain	P. falciparum M1AAP	T cell HTS	T cell HTS vesicle-bound %	Dynein transport	Dynein transport cytoplasmic EGFP	Dynein transport nuclear GR-EGFP	Dynein transport cell count
C=CCc1ccc(OCCOCCN(C)C)c(OC)c1	i	·	·	10%	0.9	1.0	9.2	i	-11	6	15	3%	i	5	-0.7	0.042	-0.034	0.14
CC(Sc1ccc2nnc(-c3ccc(F)cc3)n2n1)C(=O)O (stereo unspecified)	·	-3.0	1149	6%	5.1	1.4	10	i	16	15	6	-1%	i	44	-0.33	-0.27	0.12	0.3
CC(C)c1nnc(NC(=O)CCC(=O)NCC2CCCO2)s1 (stereo unspecified)	i	-4.8	950	6%	5.2	4.4	9.2	i	9	-15	-22	2%	i	50	-0.74	-0.21	-0.017	0.22
O=c1c(-c2ccc(Cl)cc2)cnc2n1CCS2	i	0.6	1563	6%	2.4	1.2	4.1	i	-16	6	3	6%	i	64	0.91	-0.27	0.67	-0.45

# 2 compounds from above, reduced to Autophagy HCS, P. falciparum M1AAP and P. falciparum M17LAP:
molecule	Autophagy HCS	P. falciparum M1AAP	P. falciparum M17LAP
C=C(C)COc1ccc(-c2[nH]ncc2-c2ccc(Br)cc2)c(O)c1	i	-1%	-4%
CCCCCCc1nc2ccccc2c(=O)n1N	i	-2%	1%
